Assay outcomes deposited in PubChem by several laboratories.
TcdB inh = blocks C. difficile toxin B glycohydrolase activity | P18177 | TcdB glycohydrolase enzymatic assay, plate reader | inhibition, % at 9.99 µM | actives 0.24% (n = 350,000); in the data active = inhibition above about 10%
SARS 3CLpro inh = SARS-CoV 3CLpro protease inhibition; recombinant SARS-CoV 3CLpro, quenched FRET peptide cleavage; P0C6X7; actives 0.14% (n = 290,000); AID 1706; inhibition, % at 6 µM; in the data active = inhibition above about 12%
PfHsp40 yeast = compounds rescuing yeast from Plasmodium falciparum HSP40 toxicity. actives 0.68% (n = 340,000). AID 504582. growth rescue, % at 12.5 µM. S. cerevisiae expressing PfHsp40, growth rescue, ATP luminescence; in the data active = growth rescue above about 28%, passing the limit was not always enough; inconclusive = no clear call, values can overlap the other calls;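 note: yeast W303a lacking pdr1 and pdr3 grown in galactose medium; growth measured after three days at 30 °C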
BoNT-A LC inh2 = blocks Botulinum neurotoxin A light chain protease; multiplex microsphere protease substrate cleavage, flow cytometry; inhibition, % at 10 µM; actives 0.17% (n = 360,000); note: plate controls were buffer without enzyme for full effect and enzyme alone for no effect
Vc quorum ag = inducers of Vibrio cholerae quorum light production without autoinducers | V. cholerae BH1578 lux reporter, luminescence, 6 h | activation, % at 18.7 µM | actives 0.16% (n = 350,000) | AID 588436; in the data active = activation mostly above about 9.7%, no sharp cut-off; inconclusive = no clear call, values can overlap the other calls; inactive = mostly below about 3.7%; note: not every result past the cut was called active; inactives centre near 0; reference of the scale not given here
Yp Topo-I inh = inhibitors of Yersinia pestis topoisomerase I; actives 0.064% (n = 360,000); AID 504884; activity, % at 10 µM; Y. pestis Topo-I cleavage product accumulation, plate reader; in the data active = activity above about 50%, passing the limit was not always enough; inconclusive = no clear call, values can overlap the other calls; note: inactives centre near 2
DUSP3 inh = inhibitors of human VHR1 phosphatase (DUSP3). P51452. recombinant VHR phosphatase, pNPP absorbance. inhibition, % at 13.3 µM. actives 0.52% (n = 290,000). AID 1654; in the data active = inhibition above about 50%; note: some compounds called inactive have numbers as strong as hits
Target sequence (P51452 whole entry, looked up): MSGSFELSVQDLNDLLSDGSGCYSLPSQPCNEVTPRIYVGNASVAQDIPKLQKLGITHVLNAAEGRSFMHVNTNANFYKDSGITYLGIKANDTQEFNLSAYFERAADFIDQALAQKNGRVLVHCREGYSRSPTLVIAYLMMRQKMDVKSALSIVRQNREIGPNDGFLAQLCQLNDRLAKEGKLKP
Anthrax LF inh2 = blocks Bacillus anthracis lethal factor protease | P15917 | multiplex microsphere protease cleavage assay, LF | inhibition, % at 10 µM | actives 0.12% (n = 360,000) | AID 588501; note: plate controls were buffer without enzyme for full effect and enzyme alone for no effect
Target sequence (P15917 whole entry, looked up): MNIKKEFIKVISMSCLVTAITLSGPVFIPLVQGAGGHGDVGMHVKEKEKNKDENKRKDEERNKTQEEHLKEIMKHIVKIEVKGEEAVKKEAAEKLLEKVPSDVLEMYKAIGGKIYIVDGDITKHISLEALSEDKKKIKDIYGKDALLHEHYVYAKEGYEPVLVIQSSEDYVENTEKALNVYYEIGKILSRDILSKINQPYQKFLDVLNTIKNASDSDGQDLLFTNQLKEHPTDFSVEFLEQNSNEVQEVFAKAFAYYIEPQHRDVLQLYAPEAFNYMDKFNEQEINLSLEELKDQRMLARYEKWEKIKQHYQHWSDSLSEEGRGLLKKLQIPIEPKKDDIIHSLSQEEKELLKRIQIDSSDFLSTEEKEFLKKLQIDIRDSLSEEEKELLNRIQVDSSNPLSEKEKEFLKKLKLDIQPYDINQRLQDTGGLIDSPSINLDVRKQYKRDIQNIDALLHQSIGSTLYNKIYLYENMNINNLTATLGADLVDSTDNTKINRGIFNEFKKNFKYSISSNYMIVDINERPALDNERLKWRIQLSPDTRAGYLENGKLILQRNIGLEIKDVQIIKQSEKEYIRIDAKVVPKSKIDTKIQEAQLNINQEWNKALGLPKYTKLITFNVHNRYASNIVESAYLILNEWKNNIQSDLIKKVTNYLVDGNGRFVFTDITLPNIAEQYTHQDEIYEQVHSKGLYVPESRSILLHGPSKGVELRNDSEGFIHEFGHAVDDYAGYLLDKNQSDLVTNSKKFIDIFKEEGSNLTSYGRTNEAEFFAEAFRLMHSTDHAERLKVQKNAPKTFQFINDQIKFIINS
SSB-PriA inh = K. pneumoniae PriA-SSBct interaction inhibition; actives 0.6% (n = 430,000); AlphaScreen SSBct-PriA binding, biotinylated peptide; AID 1272365; inhibition, % at 33 µM; in the data active = inhibition mostly above about 37%, no sharp cut-off; inactive = mostly below about 20%;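 note: plate controls were negative control peptide for no effect and reference peptide for full effect; strong numbers were not always called active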
CCHFV vOTU inh = blocks the CCHF virus ovarian tumor domain protease | AID 651958 | CCHFV vOTU protease, Pep-AMC fluorescence | actives 0.55% (n = 370,000) | inhibition, % at 11.5 µM; in the data active = inhibition above about 30%; note: 0% = vehicle wells with enzyme and 100% = no enzyme wells
Active calls of the source: *; i = inactive; ? = inconclusive; . = not tested or not shown; & = joins results of further samples. Cut-off read from the data, not from the text of the source, unless noted: active = inhibition above about 30%; inconclusive = no clear call, values can overlap the other calls; inactive = below that. A portion of the library, so the mix of outcomes need not match the whole.

SMILES	TcdB inh	SARS 3CLpro inh	PfHsp40 yeast	BoNT-A LC inh2	Vc quorum ag	Yp Topo-I inh	DUSP3 inh	Anthrax LF inh2	SSB-PriA inh	CCHFV vOTU inh
Cc1ccc(CNc2cc(C(=O)O)ccc2C)s1	0.1	0	1.6	-1.1	i	-3	19	-3	-2	-8
CC(C)C(c1nnnn1Cc1ccccc1)N(CCCO)Cc1cc2cc3c(cc2[nH]c1=O)OCO3 (configuration not stated)	.	-4	0.6	0.7	0.2	25	18	2	-2	11
Cc1cc(C)n(CCC(=O)N/N=C/c2ccc(O)cc2)n1	.	-4	-1.7	0.2	0.0	0	18	-2	.	-2
c1ccc(C2=NNC(=NCc3ccc4c(c3)OCO4)SC2)cc1	.	-5	0.6	-0.9	i	0	36	-3	47*	-10
COc1ccc(S(=O)(=O)N2CC(C(=O)O)Oc3ccc(Cl)cc32)cc1 (configuration not stated)	8.7	3	-0.2	-0.3	0.7	-1	14	8	-6	0
CN1/C(=C/C(=O)CSc2ccccc2C(=O)O)C(C)(C)c2ccccc21	-0.8	2	0.1	1.6	i	13	-21	-4	-9	-4
CN(Cc1cc(Cl)cc(Cl)c1)[C@H]1C[C@H]2c3[nH]c4ccccc4c3CCN2C(=O)[C@H]1CO	-0.1	.	.	-0.2	-0.4	12	.	-7	.	4
O=C(O)c1ccc(-c2nnc(-c3ccccc3)o2)cc1	13*	-2	-2.8	-1.0	i	4	42	16	-1	1
COC(=O)/C(=C\c1ccc(O)cc1)c1nc2ccccc2[nH]1	1.7	0	-0.6	0.2	-0.4	-9	15	-4	0	4
CCNC(=O)N1CCC(n2nccc2NC(=O)CCOc2ccccc2)CC1	0.5	-2	-0.5	-0.7	i	-2	-21	0	-7	4
Cc1ccc(Cc2c(-c3ccc(Br)cc3)nc3ccc(Br)cn23)cc1	9.4	.	.	0.3	-0.7	18	.	-6	.	0
CCC(=O)N1CCN(c2nc(CC)nc3sc4c(c23)CCCC4)CC1	1.3	3	-1.2	-2.0	0.4	18	-4	-6	-4	7
O=C(NCCc1ccccc1)C1CCCN1S(=O)(=O)c1ccc(F)cc1 (configuration not stated)	.	-5	0.1	-0.3	-3.3	3	.	0	1	7
C=CCN1C(=O)C2(OCCCO2)c2cccc(Cl)c21	2.0	2	-0.1	-0.8	-1.7	5	19	7	-15	-6
COc1ccccc1CN1CC(C(=O)N2CCOCC2)CCC1=O (configuration not stated)	-1.5	0	-0.7	-1.9	i	0	24	-2	-2	-15
CC(Sc1nnc(-c2ccccc2F)n1C1CC1)C(=O)NC(N)=O (configuration not stated)	-0.8	4	0.7	-1.3	1.2	-12	45	-2	-18	7
Cc1ccc(NC(=O)[C@@H]2CCC(=O)N2C2OC(=O)c3ccccc32)cc1Cl (some centres not stated)	0.9	0	-1.8	0.2	i	-6	9	7	-3	-6
O=c1nc(/C=C/c2cccn2-c2ccc([N+](=O)[O-])cc2)cc(C(F)(F)F)[nH]1	1.3	2	-1.0	-0.1	i	4	23	-2	1	6
CN1C(=O)N(C)C2CC1N(C)C(=O)N2C	.	5	-0.1	-0.9	1.0	-1	-2	-1	-5	-1
O=C1Nc2ccc(Cl)cc2/C1=C/C1CC=CCC1 (configuration not stated)	.	4	1.9	0.1	-0.5	10	-8	-1	-1	-12
Cc1ccccc1-n1c(O)c(C(c2ccncc2)c2c(O)n(-c3ccccc3C)c(=O)[nH]c2=O)c(=O)[nH]c1=O	0.8&2.8	1&1	0.2&0.2	1.0	-0.4&-0.7	-3&0	-20&13	-2	-7	-6&1
Cc1ccc(OCCn2c(C)c(/C=N/n3cnnc3)c3ccccc32)cc1	.	-4	-0.9	2.0	0.4	25	25	8	.	24
CCOC(=O)c1c(-c2ccc(OC)cc2)nc2nonc2c1N	.	1	1.2	-0.3	0.2	2	4	-14	-7	4
CCN(Cc1cc2ccccc2[nH]c1=O)S(=O)(=O)c1ccc(OC)cc1	1.7	11	0.5	-0.9	i	5	2	0	-8	-2
O=C(NC1CC1)C1=C[C@@H](c2ccc(C(F)(F)F)cc2)C[C@@H](OCc2ccc(CO)cc2)O1	.	.	1.8	-0.1	-4.0	10	.	0	-2	-1
CCCS(=O)(=O)N1CCC(Cc2ccc(OC)cc2)(C(=O)OCC)CC1	0.5	0	0.9	-1.1	-0.3	20	-5	-6	-19	14
Cc1ccc(S(=O)(=O)NC(=O)N2CCN(Cc3c(F)cccc3Cl)CC2)cc1	0.4	4	-1.1	0.6	-0.4	2	31	0	-4	-1
Cn1ccnc1SCC(=O)Nc1cc(C(F)(F)F)ccc1N1CCOCC1	.	4	-2.4	?	-0.7	9	31	-1	-4	-9
O=C(Oc1ccc2c(=O)c(Oc3ccc4ccccc4c3)coc2c1)c1cccnc1	.	3	0.1	0.5	-0.4	-8	-2	-4	-12	-5
CC1CCN(C(=O)CCNS(=O)(=O)c2ccc3c(c2)c(=O)n(C)c(=O)n3C)CC1	-1.0	0	0.3	-1.5	-0.1	8	47	-2	-3	9
CC(C)(C)OC(=O)NNC(=O)c1cccs1	0.6	-6	-1.1	-0.1	-0.2	0	24	-6	1	-2
Cc1cccc(Nc2nc(-c3ccc(F)cc3)cs2)n1	0.5	-2	-0.6	0.5	i	-8	1	2	-3	-2
CCOC(=O)C1(O)CC(C)=NN1C(=O)c1cccc(Cl)c1 (configuration not stated)	.	-2	0.4	-0.2	0.8	1	2	-1	-4	-3
CC(=O)N1CCCc2cc(S(=O)(=O)CCC(=O)N3CCN(c4ccccc4)CC3)ccc21	0.7	-4	0.1	-1.1	-0.3	6	36	-5	-12	-5
COCCNC(=O)c1nc2ccccc2s1	0.2	0	-0.8	0.3	-0.2	6	-11	-1	1	-4
COc1ccc(CNC(=O)C/C(C)=N/NC(=O)COc2ccc(C)cc2Br)cc1	0.7	6	-1.9	-0.7	-0.4	-7	9	6	.	-5
O=C(Oc1ccc2ccc(OC(=O)N3CCOCC3)cc2c1)N1CCOCC1	.	3	-1.3	0.4	17*	3	-1	6	-24	-6
CCOC(=O)N1CCN(c2nc(C)cc(C(F)(F)F)n2)CC1	.	2	-0.9	1.1	-0.3	2	6	-6	-23	-10
Cn1cc(C(=O)N/N=C/C2=C(N3CCOCC3)C(=C/c3ccc([N+](=O)[O-])cc3)/CC2)ccc1=O	0.8	.	0.1	0.7	2.8	0	.	-5	.	4
O=C(COc1coc(CN2CCc3ccccc32)cc1=O)N1CCCCC1	2.0	.	-1.4	4.8	-0.7	11	.	-6	6	3

Record cards, from the list above.
COc1ccccc1CN1CC(C(=O)N2CCOCC2)CCC1=O (configuration not stated) is listed as TcdB inh = -1.5; SARS 3CLpro inh = 0; PfHsp40 yeast = -0.7; BoNT-A LC inh2 = -1.9; Vc quorum ag = i; Yp Topo-I inh = 0; DUSP3 inh = 24; Anthrax LF inh2 = -2; SSB-PriA inh = -2; CCHFV vOTU inh = -15
Cc1ccc(Cc2c(-c3ccc(Br)cc3)nc3ccc(Br)cn23)cc1 is listed as TcdB inh = 9.4; SARS 3CLpro inh = .; PfHsp40 yeast = .; BoNT-A LC inh2 = 0.3; Vc quorum ag = -0.7; Yp Topo-I inh = 18; DUSP3 inh = .; Anthrax LF inh2 = -6; SSB-PriA inh = .; CCHFV vOTU inh = 0

(more compounds)
SMILES	TcdB inh	SARS 3CLpro inh	PfHsp40 yeast	BoNT-A LC inh2	Vc quorum ag	Yp Topo-I inh	DUSP3 inh	Anthrax LF inh2	SSB-PriA inh	CCHFV vOTU inh
CC(C(=O)O)N(c1ccccc1Cl)S(C)(=O)=O (configuration not stated)	0.0	.	-0.1	-0.7	-0.4	10	.	-6	-8	8
COc1ccc(-c2ccc(SCC(=O)c3cccs3)nn2)cc1	0.6	2	-1.1	3.0	-2.8	3	5	4	4	11
COc1ccc(/C=N/N(CCC(=O)NC(C)(C)C)C2=NS(=O)(=O)c3ccccc32)cc1	-11	-1	-0.9	-0.8	-0.9	-3	2	0	.	-3
CC(NC(=O)C1CCN(C(=O)[C@@H]2Cc3ccccc3CN2C(=O)OC(C)(C)C)CC1)c1ccccc1 (some centres not stated)	0.2	-1	-1.1	2.5	i	5	-6	-4	-17	4
Cc1csc(NC(=O)c2cc3c(s2)CCCC3)n1	.	0	13	2.3	i	-2	-6	3	3	9
CCSc1nc2c(c(=O)[nH]1)C(C(C)C)C(C#N)=C(N)O2 (configuration not stated)	-1.5	-2	-1.0	-0.4	-0.2	8	38	-1	-7	15
O=C(CSc1nnc(-c2cccnc2)n1Cc1ccco1)c1ccc(Cl)c(Cl)c1	.	-1	0.3	0.0	-0.2	-6	21	2	-16	-2
Cc1cccc(NC(=S)N2CCN(S(=O)(=O)c3cccc(F)c3)CC2)c1	-0.6	-5	0.2	-1.1	i	6	24	-5	-12	-3
COCCNC(=O)c1ccc2c3n(nc2c1)-c1ccccc1CO3	0.4	.	-0.2	-0.4	i	3	7	-1	-3	-17
S=c1[nH]nc(-c2ccc(Br)cc2)n1Cc1ccccc1	1.7	0	3.0	-0.1	-0.2	3	18	-1	-16	-15
CN(C)/N=C/c1cn(-c2ccccc2)nc1-c1cccnc1	-0.3	9	0.3	-0.9	-1.6	-14	-11	3	.	6
O=C(NNC(=O)c1cccc(Br)c1)C(=O)N1CCCCC1	-3.6	3	-0.1	-0.3	i	2	2	1	2	16
C[C@H](c1ccccc1)N1C[C@H](COCc2ccccc2)Oc2cc(N3CCC[C@H]3C(N)=O)ccc2S1(=O)=O	-0.8	.	.	-0.9	.	.	.	-10	.	23
Cc1ccc(NS(=O)(=O)c2ccc(C(=O)N3CCN(S(=O)(=O)c4ccccc4)CC3)cc2)cc1	1.9	.	0.1	3.6	i	5	.	-4	1	10
OC(c1ccc(F)c(F)c1)c1ncc(-c2cccc(F)c2)[nH]1 (configuration not stated)	-0.4	.	.	0.0	-0.8	-7	.	0	.	6
CCOc1ccc(CCNC(=O)C(CC)n2nc(C)n3c(cc4sccc43)c2=O)cc1OCC (configuration not stated)	.	2	0.6	-0.6	-7.1	-4	-16	-2	-15	-7
COc1cc(CNC(=O)c2ccccc2NC(=O)C2=C(C)OCCS2)cc(OC)c1OC	1.1	-1	0.2	1.4	i	4	-14	-2	-2	5
NS(=O)(=O)c1cccc(NC(=O)CSc2nnc(C3CC3)n2C2CC2)c1	0.5	.	-0.9	-0.6	-0.8	3	.	0	-14	10
COc1ccc(C(=O)/C(C#N)=N/Nc2cccc([N+](=O)[O-])c2)cc1	1.2	-1	-0.3	2.1	-0.1	0	-3	-2	.	6
COc1ccc(-c2cc(C(F)F)n3ncc(C(=O)Nc4cccc(S(=O)(=O)N5CCOCC5)c4)c3n2)cc1	-0.2	4	-0.4	-1.6	i	-5	47	-6	-12	4
CCC(C)n1c(SCC(=O)/C(C#N)=C(\C)N)nc2ccccc2c1=O (configuration not stated)	.	2	-1.9	0.1	-0.2	0	-10	2	.	5
C=CCn1c(N)cc(=O)nc1SCC(=O)Nc1ccc(C(=O)OC)cc1	0.2	4	0.3	-0.2	i	-3	6	-3	4	-3
O=C(Cc1ccc(F)cc1)N1CCC(CC2CC(c3cccc(Br)c3)=NO2)(C(=O)NCC2CCCCC2)CC1 (configuration not stated)	1.3	1	1.1	0.4	-1.2	43	28	-8	4	18
COc1ccc(-n2c3c(cc(C(=O)NNc4ccccc4C)c2=O)C(=O)CC(C)(C)C3)cc1	1.1	-2	0.2	0.5	-0.3	15	8	-1	-8	-14
C[C@@H]1CN([C@@H](C)CO)C(=O)c2cc(Br)cnc2O[C@H]1CN(C)C(=O)NC1CCCC1	0.6&-13	.	.	-0.4	i	-1	.	-4	.	5
CC(C)(C)c1ccc(-c2noc(-c3ccc4c(c3)CCO4)n2)cc1	1.4	3	-0.4	.	-0.5	0	4	.	-6	-11
COc1cc(CN2CCN(c3ccccc3F)CC2)cc(OC)c1O	.	0	-0.1	2.0	i	6	14	-8	-6	-3
Cc1ccccc1-c1cnc(C(O)c2ccc(Cl)cc2)[nH]1 (configuration not stated)	3.9	.	.	-0.4	-0.2	-4	.	-4	.	6
